KDM5B inh = Primary screen for KDM5B Histone Demethylases FDH-coupled qHTS. Potency, µM (doses to about 57.7 µM), for the others: top-dose activity change, negative = inhibition, most hits filed as inhibitors. KDM5B demethylase, FDH-coupled NADH fluorescence (FDH is formaldehyde dehydrogenase). 220,000 compounds, 2.6% hits. AID 1347165, 2019; active = well fitted inhibition curve with a large enough effect; inconclusive = small, poorly fitted or top-dose-only effect; inactive = no such curve, though single readings can be large or run the other way; note: 0% is about no effect; nearly all actives have a fitted effect of over 70% in size
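Inhibition is measured as reduced NADH fluorescence generation from FDH coupling to formaldehyde release. Truncated KDM5BΔAP at 200 nM final acts on H3K4me3 peptide (12.5 µM in substrate mix) in pH 7.5 HEPES buffer with Tween-20, 30 min, room temperature.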
Starred values were filed as active, the others as inactive; ? = inconclusive; & = joins results of further samples; [ ] = dose if it differs, or a comment. Potency is the fitted concentration of half-maximal effect.

structure	KDM5B inh
Cn1nccc1CN1CCC12Cc1ccccc1NC2=O (stereo unspecified)	-5%[86.2 µM]
CCS(=O)(=O)Nc1ccc(C2=NN(C(C)=O)C(c3ccco3)C2)cc1 (stereo unspecified)	?
COc1cncc([C@@H](NC(=O)CCc2scnc2C)C2CC(O)C2)c1 (stereo partly specified)	-12%
O=c1ccc2ccc(OCc3ccccc3)cc2o1	?
Cc1ccc(C)c(NC(=O)CN2C(=O)c3ccccc3C2=O)c1	11%
COc1ccc(S(=O)(=O)N2Cc3ccccc3CC2C(=O)Nc2cc(Cl)ccc2Cl)cc1 (stereo unspecified)	-35%
Cc1ccc(N2C(=O)[C@@H]3CSC(c4ccc(Cl)cc4)N3C2=O)cc1 (stereo partly specified)	-7%
O=C([C@@H]1C[C@H](Oc2ccccc2)CN1S(=O)(=O)c1cccnc1)N1CCOCC1	24%
CCc1ccc2nc(N3CCN(C(=O)c4ccco4)CC3)sc2c1	-20%
COCc1ncc(C)n1CCNC(=O)c1cc(-c2ccc(C)c(C)c2)n[nH]1	33%
Fc1ccc(Nc2c(-c3c[nH]c4ccccc34)nc3ccccn23)cc1	?
COCc1cc(C[C@@H]2CC[C@H](O)[C@@H](CNC(=O)c3ccccc3)O2)no1	-7%[86.2 µM]
O=c1cc(N2CCOCC2)oc2c(-c3cccnc3)nccc12	40µM*
CC(C)NC(=O)C[C@@H]1CCNC[C@@H]1Cc1cc(CC2CCCCC2)on1	-18%[86.2 µM]
Cc1cccc(CC(=O)N2CCCCC2c2n[nH]c(C)n2)c1 (stereo unspecified)	28%
CCN(c1ccccc1)S(=O)(=O)c1ccc(C(=O)NC2CCCCCC2)cc1	8%
COc1ccc(Nc2cc(C(=O)NCCCN3CCN(c4ccccc4F)CC3)c3ccccc3n2)c(OC)c1	-24%
CC1(c2ccccc2)N(Cc2ccccc2F)C(=O)OC12CCN(Cc1c[nH]c3ccccc13)CC2 (stereo unspecified)	?
Cc1ccc(Cn2c(=O)n(CC3CCC(C(=O)N4CCOCC4)CC3)c(=O)c3sccc32)cc1 (stereo unspecified)	-4%
Cc1ccc(Cl)cc1NC(=O)CCS(=O)(=O)c1cccc2nonc12	-1%
COc1ccccc1C1=NOC(C(=O)NC(C)(C)C)C1 (stereo unspecified)	-7%&-32%
O=C(Nc1ccc2c(c1)OCCO2)N1CCCCC1c1nc(CCOCC2CC2)no1 (stereo unspecified)	-16%
Cc1ccc(-c2cc(C(=O)N3CCCCCC3)c3ccccc3n2)o1	?
COc1ccc(NC(=O)c2ccc3c(c2)N(C)C2CCCCN2C3=O)cc1Cl (stereo unspecified)	?

2 entries picked at random from those above, as already listed:
structure	KDM5B inh
O=c1ccc2ccc(OCc3ccccc3)cc2o1	?
Cc1ccc(Cl)cc1NC(=O)CCS(=O)(=O)c1cccc2nonc12	-1%

The list continues:
structure	KDM5B inh
COc1cccc(Nc2ccc3c(n2)C(C)(C(=O)NCCc2cnc[nH]2)CN(C)C3)c1 (stereo unspecified)	40µM*
O=C(Nc1ccc(-c2nc3cc(NC(=O)c4ccccc4Cl)ccc3o2)cc1)c1ccccc1Cl	?
ClC(Cl)(Cl)C1=NC(C(Cl)(Cl)Cl)N=C(c2ccccc2)N1 (stereo unspecified)	10%
CC(C)CCN1CCC(N2CCN(C(=O)c3ccc(F)cc3)CC2)C1=O (stereo unspecified)	-5%
CCCN(CC1CCOC1)S(=O)(=O)c1cccc(F)c1 (stereo unspecified)	44%[activator]
Cn1cc(-c2cc3n(n2)CCC(=O)N3CCCC(=O)Nc2ccc(F)cc2F)c2ccccc21	-22%
CCc1ccc(N2C(=O)CC(Cn3nc(C)cc3C)C2=O)cc1 (stereo unspecified)	13%
Cc1ccccc1C(C)NC(=O)c1cc(-c2ccccc2)n[nH]1 (stereo unspecified)	9%
CC(NC(=S)NC1CCCC1)c1ccc(C(C)(C)C)cc1 (stereo unspecified)	-1%
CN(C)C(=O)C1CN(C(=O)c2ccc3c(c2)OCO3)CC12CCOCC2 (stereo unspecified)	-29%
Cc1c(Cl)cccc1-c1ccc(C(=O)Nc2ccc3oc(-c4cccnc4)nc3c2)o1	?
CC(C)c1noc(-c2cccn3c(CNC(=O)C4CC4)nnc23)n1	28µM*
O=C(CCCc1c[nH]c2ccccc12)N1CCN(C(=O)c2ccco2)CC1	-1%
O=C([C@@H]1C[C@H](Oc2ccccc2)CN1C(=O)CN1CCCCCC1)N1CCCC1	?
CC1C(c2ccccc2)=[N+]([O-])C(C)(C)N1O (stereo unspecified)	-11%
COc1cccc(N2CCN(C(=O)Cc3ccc(N4CCCC4=O)cc3)CC2)c1	8%
COc1ccccc1CC(C(=O)Nc1ccccc1F)c1nn[nH]n1 (stereo unspecified)	-7%
O=C1CCN(C(=O)C2CCN(C(=O)c3cnccn3)CC2)CCCCCCN1	7%
O=C(N[C@H]1CCN2C(=O)c3ccccc3NC(=O)[C@@H]2C1)c1ccncc1	?
CCOc1ccc(NC(=O)c2cc(S(=O)(=O)N3CCN(c4ccccc4F)CC3)ccc2F)cc1	-23%
Cc1noc([C@H]2CCN(Cc3cccs3)C[C@H]2NC(=O)C2CC2)n1	1%
Cc1noc2c(NC3CCN(C)CC3)cc(-c3cccs3)nc12	-32%[86.2 µM]
CC(C)(C)CC(=O)N1CC[C@H]2NC(=O)N(c3ccc(Oc4ccccc4)cc3)C(=O)[C@H]21	-19%[86.2 µM]
C[C@@H](NC(=O)c1ccccc1)c1c(-c2ccc(Cl)cc2)noc1C(=O)O	-31%[86.2 µM]
Cc1ccc(-c2noc([C@@H]3CCCN3C(=O)c3ccc(C)nc3)n2)cc1	11%
CC(C)c1nc2c(c(-c3ccc(Cl)cc3)n1)CCN(C(=O)c1ccc(C(F)(F)F)cc1)CC2	19%[115 µM]
C=C(C)Cn1c(SCC(=O)c2ccc(Br)cc2)nc2sc3c(c2c1=O)CCCC3	11%
COC(=O)c1c(-c2csc(NC3CC3)n2)c(C)n(C(C)C)c1C	-18%
COc1ncccc1-c1cnc2[nH]cc(CC(=O)Nc3ccccn3)c2c1	35µM*
COCCn1c(Cn2c(C)cc(=O)n(C)c2=O)nnc1C1CC(N)C1 (stereo unspecified)	72%[activator]
O=C(NC1CCCCC1)N1CCCC(Cn2cnc3cccnc32)C1 (stereo unspecified)	17%
Cc1cccc(OCC(=O)Nc2ccc3c(c2)nc(CCNC(=O)c2ccco2)n3C)c1	0%
COc1ccc(-n2nc3cc(C)c(NC(=O)c4ccc(-c5ccc(Cl)cc5)o4)cc3n2)cc1	-16%
CCn1nc(C)c(CNC(=O)Nc2ccc(OC)c(OC)c2)c1C	10%
FC(F)(F)c1cccc(C2=NOC3(CCCN(Cc4ccccc4)C3)C2)c1 (stereo unspecified)	-13%
CCN1c2cc(C(=O)N3CCN(c4ccc(C)cc4)CC3)ccc2C(=O)N2CCCCC21 (stereo unspecified)	?
CCOc1cc(C(=O)NCc2nc(-c3cccc(C)c3)no2)cc(OCC)c1OCC	-9%
COCCN1C(=O)c2cccn2CC1CNS(=O)(=O)c1c(C)noc1C (stereo unspecified)	12%
CCS(=O)(=O)NCC(c1ccco1)N1CCN(c2ccccc2)CC1 (stereo unspecified)	6%
O=C(CCS(=O)(=O)c1ccc(F)cc1)Nc1ccccc1-c1ccccc1	?
COc1ccc(CCC(=O)N2Cc3ccccc3OC3(CCN(C)CC3)C2)cc1	10%
COc1ccc(CNC(=O)c2cc3c(=O)[nH]c4ccccc4c3s2)cc1	-1%
CSc1cccc(NC(=O)CC(c2cccs2)N2Cc3ccccc3C2=O)c1 (stereo unspecified)	-12%
CC(NC(=O)c1cccc(F)c1)c1cccc(NS(C)(=O)=O)c1 (stereo unspecified)	-2%
O=C(O)CNc1ccc(S(=O)(=O)C(F)(F)F)cc1[N+](=O)[O-]	-5%
COc1cccc(-c2cc(C3CCN(C(=O)Nc4ccc(F)cc4F)CC3)[nH]n2)c1	-12%
CCCCNC(=O)NC(C(N)=O)C(N)=O	-16%
CC(=O)c1cn(CC(=O)NC2CCCCCCC2)c2ccccc12	11%
O=C(NCCS(=O)(=O)N1CCN(c2ccc(F)cc2)CC1)c1ccccc1Br	-11%
O=C(C1CCC1)N1CC[C@H]2COC(=O)N2c2ccccc2C1	34%[86.2 µM]
O=C([C@H]1C[C@H](Oc2ccccc2)CN1S(=O)(=O)Cc1ccccc1F)N1CCOCC1	-10%
Cc1ccccc1-c1[nH]nc2ncc(-c3cccc(O)c3)nc12	?
CC(=O)c1cccc(NC(=O)CSc2nc3c(c(=O)[nH]2)CCC3)c1	-11%
Cc1nnnn1-c1cccc(C(=O)N2CC[C@@](O)(C3CCOCC3)[C@H](C)C2)c1	6%
C[S+](=O)([O-])c1ccc(-c2ccc3ncn(-c4ccc(F)cc4F)c(=O)c3n2)cc1	?
O=C(N/N=C/c1cccc(Br)c1)C1CC1	14%
CCOC(=O)c1cnc2c(ccc3ccccc32)c1Nc1cccc(OC)c1	?
COc1ccc(OCC(=O)NN=C(C)C)cc1	36%
COc1ccc(OC)c(NC(=O)COc2c(C)cc(C)cc2C)c1	9%
O=C(CC1Sc2ccc(C(F)(F)F)cc2NC1=O)Nc1cc(Cl)cc(Cl)c1 (stereo unspecified)	9%

The list continues:
structure	KDM5B inh
Cc1cc(C)c(C=Nc2cc([N+](=O)[O-])ccc2C)c(C)c1	-6%
CS(=O)(=O)N1CCCN(C(=O)c2ccncc2)CCNC(=O)CC1c1ccccc1 (stereo unspecified)	-18%
Cc1ccc(-n2nc3c(N4CCCC(C(=O)NCCN(C)C)C4)nnc(C)c3c2C)cc1 (stereo unspecified)	?
O=C(c1cscn1)N1CCc2nn(CC3CC3)c(=O)n2CC1	-3%
Cn1cc(C(=O)N2CCN(C(=O)c3ccccc3)CC2)c2ccccc21	-9%
Cc1c(C(=O)Nc2nccs2)nnn1-c1ccccc1	15%
Cc1cnc(C(=O)Oc2ccc(Br)cc2)cn1	-2%
COc1ccc(C(=O)Nc2ccc(-c3nc4ncccc4o3)cc2C)cc1Br	-1%
COc1ccc(CNC(=O)Cn2c(-c3ccc(F)cc3)nc(C)c(CCO)c2=O)cc1	5%
O=C(CSc1nc(Nc2ccccc2)c2ccccc2n1)c1ccc(Cl)cc1	-21%
Cn1c(=O)[nH]c(=O)c2c1nc(N1CCOCC1)n2Cc1cccc(Br)c1	20%
CNC(C)c1ccccn1 (stereo unspecified)	?
COc1cc(OC)cc(-c2nc3nc(C)c(CCC(=O)Nc4ccc(C)cc4)c(C)n3n2)c1	-13%
Cc1nn(-c2ccc(F)cc2)c(Oc2ccccc2F)c1CCC(=O)NCC(C)C	-4%
CC(C)(C)NC(=O)Cn1nc2n(c1=O)CCN(Cc1cccc(Cl)c1)C2=O	19%
CCn1nccc1-c1cc(C(=O)O)c2cc(C)cc(C)c2n1	-22%
O=C(NCc1cccn1Cc1ccc(Cl)cc1)NC12CC3CC(CC(C3)C1)C2	-8%
CC(C)CCNC(=O)C12CC3CC(CC(O)(C3)C1)C2	11%
Cc1ccc(C(=O)N2CCCC3(C2)NC(=O)N(Cc2ccccc2)C3=O)cc1 (stereo unspecified)	24%
COc1ccccc1-c1cnc(NC(=O)c2cnccn2)c2c1CCO2	35µM*
Cc1ccc(-c2noc(-c3ccc(N4CCN(C)CC4)c([N+](=O)[O-])c3)n2)cc1	-3%
COc1cccc(C(=O)Nc2ccc3oc(-c4ccc5ccccc5c4)nc3c2)c1	-77%
COc1ccc(C(=O)NC2CCCC2)c(OC)c1	5%
Cc1ccc(NS(=O)(=O)c2ccc3c(c2)C(C(C)C)C(=O)N3)cc1C (stereo unspecified)	-17%

Gathered by group: the compounds so far with a thiophene ring, fused or not
structure	KDM5B inh
Cc1ccc(Cn2c(=O)n(CC3CCC(C(=O)N4CCOCC4)CC3)c(=O)c3sccc32)cc1 (stereo unspecified)	-4%
Cc1noc([C@H]2CCN(Cc3cccs3)C[C@H]2NC(=O)C2CC2)n1	1%
Cc1noc2c(NC3CCN(C)CC3)cc(-c3cccs3)nc12	-32%[86.2 µM]
C=C(C)Cn1c(SCC(=O)c2ccc(Br)cc2)nc2sc3c(c2c1=O)CCCC3	11%
COc1ccc(CNC(=O)c2cc3c(=O)[nH]c4ccccc4c3s2)cc1	-1%
CSc1cccc(NC(=O)CC(c2cccs2)N2Cc3ccccc3C2=O)c1 (stereo unspecified)	-12%

The list goes on:
structure	KDM5B inh
Cc1nc2ccc(C(=O)NCc3ccccc3CN(C)C)cc2nc1C	-6%
O=C1NCc2ccccc2CC12CCN(Cc1c(F)cccc1Cl)CC2	-14%[115 µM]
NC(=O)C1CCN([C@H]2[C@@H]3OC[C@@H](O3)[C@@H](NCc3ccc(OC(F)(F)F)cc3)[C@@H]2O)CC1	11%
COc1cccc(C2c3c(-c4ccccc4O)n[nH]c3C(=O)N2Cc2cccnc2)c1 (stereo unspecified)	4%
COC(=O)[C@H](NC(=O)[C@@H]1C[C@@H](NC(=O)Nc2cccc(F)c2)CCN1C(=O)CCC(=O)O)C(C)C	38%[activator]

Source: PubChem BioAssay

A portion of the library. The share of hits here may be higher or lower than overall.
